Screening data as filed in PubChem.
SRC3 TRFRET art – TR-FRET artefact, counter-screen to PPARgamma/SRC-3 agonist assay; PPARgamma/SRC-3 format; stronger effect = higher value; TR-FRET ratio at 8 µM; 99,000 tested, 0.39% active; AID 1048; in the data active = TR-FRET ratio above about 2000; also: inactives centre near 1600; reference of the scale not given here
SRC1 TRFRET art – flags TR-FRET format artefacts in PPARgamma SRC-1 recruitment agonist screen. TR-FRET detection artefact counter-screen, emission ratio; stronger effect = higher value. TR-FRET ratio at 8 µM. 99,000 tested, 0.34% active. AID 1051; in the data active = TR-FRET ratio above about 2300; also: inactives centre near 1800; reference of the scale not given here
* marks the source's active call; other numbers are inactive results; & = joins results of further samples. An excerpt; rates above refer to the full screens.

item	Compound	SRC3 TRFRET art	SRC1 TRFRET art
1	Cc1ccc(S(=O)(=O)N2CCOCC2)cc1C(=O)NNC(=O)c1ccoc1C	1538	1791
2	Cc1ccc([N+](=O)[O-])c(OCCCNCC(C)O)c1 (centres undefined)	1772	1625
3	CC(=O)c1cc2c(cc1N/C(=N/S(=O)(=O)c1ccccc1)c1ccc(Cl)cc1)OCO2	1575	1616
4	CCc1cc(-c2n[nH]c(C)c2-c2nc3ccccc3n2C)c(O)cc1O	1662	1810
5	Cc1ccc(NC(=O)Nc2ccnc(-c3cccnc3)n2)cc1	1656	1740
6	O=C(Cc1cccc2ccccc12)Nc1ccc(N2CCOCC2)cc1	1468	1592
7	O=C(COc1ccc(S(=O)(=O)N2CCCC2)cc1)NCC1CCCO1 (centres undefined)	1857	1917
8	CC(=O)C1=C(O)C(=O)N(c2cccc(C(=O)O)c2)C1c1ccccc1F (centres undefined)	1571	1833
9	COc1ccc(NC(=O)[C@@H](NC(=O)c2ccccc2F)C(C)C)cc1S(=O)(=O)N1CCOCC1	1708	2020
10	CCC(=O)c1ccc(O)c(OC)c1	1873	1843
11	Cc1ccc(N(C(=O)Cn2nnc(-c3ccc(F)cc3)n2)C(C(=O)NC(C)(C)C)c2ccncc2)cc1 (centres undefined)	1423	1837
12	COc1ccc(/C(N)=N/OC(=O)CCCc2ccccc2)cc1OC	1373	1792
13	COc1ccccc1N1CCN(C(=O)/C=C/c2ccco2)CC1	1720	1850
14	CC12CN(NC(=O)c3ccc(Cl)cc3)C3(C#N)CC1CCC23C (centres undefined)	1489	1786
15	CCCc1cc(=O)[nH]c(Nc2ccc(Cl)cc2)n1	1797	1860
16	COC(=O)c1cc(NC(=S)N2CCN(C(=O)C3CCCO3)CC2)cc(C(=O)OC)c1 (centres undefined)	1450	2009
17	NC1=NC(=Nc2cccc(Cl)c2)c2ccccc21	1640	1891
18	COc1ccccc1CN1C[C@@H]2C[C@@H](c3cccc(O)c3)N3CCC[C@@]23C1=O	1555	1942
19	O=C(COC(=O)c1ccc[nH]c1=O)Nc1cc(S(=O)(=O)N2CCCCC2)ccc1Cl	1428	1864
20	O=C(C(Cc1ccccc1)n1cccc1)N1CCc2ccccc21 (centres undefined)	1587	1853
21	COC(=O)c1cc(=O)[nH]c(SCc2cccc(C)c2)n1	1780	1868
22	O=C1CCC/C(=N/Nc2ccc(Cl)cc2)C1	1493	1630
23	CNS(=O)(=O)c1cccc(C(=O)OCC(=O)Nc2ccc(N3CCCCC3)cc2)c1	1574	1941
24	COc1ccc(S(=O)(=O)N2CC(O)C[C@H]2C(=O)OCC(=O)N2CCCCCC2)cc1 (some centres undefined)	1465	1665
25	Cc1ccc(S(=O)(=O)N2CCOCC2)cc1NC(=O)COC(=O)c1n[nH]c(=O)c2ccccc12	1621	2015
26	Cc1ccc(-c2nc(N)n(S(=O)(=O)c3ccc(C)cc3)n2)cc1	1465	1688
27	CCOC(=O)C1=C(N)Oc2cc(O)ccc2C1c1cccc([N+](=O)[O-])c1 (centres undefined)	1570	1650
28	CCCNC(=S)N(Cc1ccccc1)Cc1nc2ccccc2c(=O)[nH]1	1565	1631
29	O=C(CNS(=O)(=O)c1ccccc1)NCC(=O)OCc1ccccc1F	1475	1771
30	CCN(CC)S(=O)(=O)c1cc(C(=O)OCC(=O)NC(=O)c2cccn2C)ccc1C	1891	1950
31	CN(/C=C/c1c([N+](=O)[O-])c(=O)n(C)c(=O)n1C)c1ccccc1	1684	2061
32	COc1ccc(C2=NN(c3nc4ccccc4s3)C(=O)/C2=C\N(C)C)cc1	1584	1754
33	O=C(/C=C\c1cccs1)N1CCN(Cc2ccc3c(c2)OCO3)CC1	1535	1887
34	OCC(O)CN(c1ccccc1)c1ccccc1 (centres undefined)	1577	2026
35	COc1cc(OC)c(C(=O)OCC(=O)NCCc2ccccc2)cc1OC	1749	2092
36	C=CCn1c(N/N=C/c2ccc(O)cc2)nc2ccccc2c1=O	1645	1888
37	CCOC(=O)C(C)Sc1nc2c(c(=O)[nH]c(=O)n2C)n1Cc1ccc(Cl)cc1 (centres undefined)	1535	1786
38	O=C(Nc1nnc(C2=COCCO2)o1)c1ccc(S(=O)(=O)N2CCOCC2)cc1	1780	1671
39	Cc1ccc(C(=O)Nc2ccc(N3CCCC3)cc2)c(C)c1	1635	1896
40	NS(=O)(=O)c1cccc(NC(=O)COc2ccc([N+](=O)[O-])cc2)c1	1652	1881
41	CCOc1ccc(S(=O)(=O)c2c(C(=O)c3ccccc3)cnc3cc4c(cc23)OCCO4)cc1	2180*	2111
42	O=C(Cc1ccc([N+](=O)[O-])cc1)N1N=C(C2CC2)CC1(O)C(F)(F)F (centres undefined)	1740	1926
43	Clc1ccc(-c2ncc3ccccn23)cc1	1600	1953
44	CCOC(=O)Cc1csc(SCC(=O)NC2CCCCC2)n1	1600	1752
45	CCOc1cc2[nH]c(=O)n(Cc3ccc(C(=O)NCCCN4CCCC4=O)cc3)c(=O)c2cc1OCC	1774	1888

Record cards (already shown). Order of values: SRC3 TRFRET art, SRC1 TRFRET art
Shown for CN(/C=C/c1c([N+](=O)[O-])c(=O)n(C)c(=O)n1C)c1ccccc1 : 1684, 2061
Shown for O=C(Nc1nnc(C2=COCCO2)o1)c1ccc(S(=O)(=O)N2CCOCC2)cc1 : 1780, 1671
Shown for CCOc1ccc(S(=O)(=O)c2c(C(=O)c3ccccc3)cnc3cc4c(cc23)OCCO4)cc1 : 2180*, 2111
Shown for Cc1ccc(C(=O)Nc2ccc(N3CCCC3)cc2)c(C)c1 : 1635, 1896
Shown for OCC(O)CN(c1ccccc1)c1ccccc1 (centres undefined) : 1577, 2026

Going on with the list.
item	Compound	SRC3 TRFRET art	SRC1 TRFRET art
46	COc1ccc(C(=O)NC(=S)Nc2ccc(Cl)c(C(=O)O)c2)cc1	1632	1933
47	COc1ccc(C(=O)N2CCN(c3ccccn3)CC2)cc1[N+](=O)[O-]	1605	1827
48	COCCCNc1nnc(Cc2ccccc2)c2ccccc12	1742	1985
49	Clc1ccccc1Cc1noc(CN2CCN(Cc3ccccn3)CC2)n1	1509	1857
50	N#Cc1c(N)nc(N2CCCC2)c(C#N)c1-c1ccc(Cl)cc1	1517	1751
51	Cc1ccc(NC(=O)COC(=O)/C=C/c2cccc(Cl)c2)cc1S(=O)(=O)N1CCOCC1	1514	1994
52	CC(C)Cc1c2c([nH]c(=S)c1C#N)CCCC2	1737	1994
53	Cc1cc(NC(=O)CN(C)S(=O)(=O)c2cccc(Cl)c2)no1	1651	1766
54	Cc1nc2ccc(NC(=S)NCc3ccccc3)cc2nc1C	1364	1771
55	CC(NC(=O)c1cc(-c2ccccc2)nc2ccccc12)C1CCCO1 (centres undefined)	1669	1726
56	CC(=O)NC(Cc1ccc(C(C)C)cc1)C(=O)NC1CCN(C(=O)c2cccc(C)c2)CC1 (centres undefined)	1697	1785
57	COc1cc(NC(C)=O)ccc1-c1cc2ccccc2oc1=O	1621	1840
58	Cc1ccc(C)c(NC(=O)CSc2nnc(C)c(=O)n2N)c1	1736	1776
59	COc1ccccc1N1CCN(C(=O)COc2ccc(S(=O)(=O)NC(C)(C)C)cc2)CC1	1754	1698
60	CN1CCN(c2ccc(C(=O)NC3CCCCC3)cc2[N+](=O)[O-])CC1	1282	1614
61	CC1(C)C(=O)Nc2ccccc2N1C(=O)CSc1nnc2ccccn12	1743	1823
62	COc1ccccc1/C=C/C(=O)N1CCC(c2ccccc2)C1 (centres undefined)	1596	2062
63	CCNCc1cc(Cl)c(OCc2ccccc2)c(OCC)c1	1571	1637
64	O=C(COC(=O)/C=C/c1cccs1)Nc1ccccc1Cl	1461	1574
65	Fc1ccc(CNc2nc(-c3ccccc3)nc3ccccc23)cc1	1672	1694
66	Cn1c(=O)n(C)c2cc(S(=O)(=O)NCc3ccccc3)ccc21	1745	1535
67	COc1ccc2c(c1)O[C@H](c1ccc3c(c1)OCO3)[C@@H](O)C2=O	1582	1719
68	CN(C)CCC1CCN(c2cc(C#N)c(C#N)cc2[N+](=O)[O-])CC1	1681	1876
69	N#CC(C#N)=C1NC2(CCCC2)Cc2ccccc21	1513	1856
70	CCCn1c(SCC(=O)NC2CCCc3ccccc32)n[nH]c1=O (centres undefined)	1599	1884
71	CC(C)c1ccc(NC(=O)N2CCc3ccccc3C2)cc1	1306	1642
72	CC(=O)O[C@]1(C(C)=O)CC[C@H]2[C@@H]3C=C(C)C4=CC(=O)CC[C@]4(C)[C@H]3CC[C@@]21C	1727&1395	1823&1769
73	COc1ccc(-n2ncc3c(NCC(C)C)ncnc32)cc1	1263	1896
74	COc1ccc([N+](=O)[O-])cc1NC(=O)C1(c2ccccc2)CCOCC1	1575	1829
75	CCC(C)NC(=O)c1ccccc1-c1ccccc1C(=O)NC(C)CC (centres undefined)	1413	1602
76	Cc1cc(C)nc(N2C(=O)CC(Cc3ccc(Cl)cc3)C2=O)n1 (centres undefined)	1477	1825
77	Cn1c(NC(=O)Cc2cccc3ccccc23)cc(=O)n(C)c1=O	1331	1710
78	COCCSc1ccccc1C(=O)NCc1cccnc1	1633	1590
79	O=C(CCc1nc2ccccc2[nH]1)NCc1ccc2c(c1)OCO2	1464	1715
80	Cc1c(C)n(CCC(=O)O)c2ccccc12	1483	1883
81	CN(C(=O)CC1C(=O)NCCN1C/C=C/c1ccccc1)C1CCOCC1 (centres undefined)	1491	1761
82	CCc1nnc(NC(=O)/C=C/c2ccco2)s1	1656	1940
83	CCn1c(C)cc(/C=C2/SC(=S)NC2=O)c1C	1559	1920
84	N#CC1(c2ccc(NC(=O)c3ccccc3F)cc2)CCCC1	1752	1808
85	COc1ccc(/C=N/NC(=O)c2ccc(CSc3nncn3C)cc2)cc1OC	1435	1729
86	O=C1c2ccccc2C(=O)N1n1cccc1	1486	1757
87	COc1ccccc1N1CCN(C2CCN(C(=O)COc3ccccc3)CC2)CC1	1501	1711
88	Cc1cccc(NC(=O)C2CCCN(c3nc(C)cc(C)n3)C2)c1 (centres undefined)	1430	1918
89	COCCN(CCOC)S(=O)(=O)c1ccc(C(=O)Nc2nnc(COC)o2)cc1	1465	1980
90	CC(NC(=O)c1cc(=O)[nH]c2ccc(Br)cc12)c1ccccc1 (centres undefined)	1809	1681
91	COc1cc(OC)c(N(C)C(=O)CCNC(=O)Cn2cnc3ccccc3c2=O)cc1Cl	1525	1812
92	C/C(=N\Nc1ccc(Cl)c(C(=O)O)c1)c1ccc2c(c1)OCO2	1750	1941
93	Cc1cc(OCC#N)nc(N)n1	1523	2105
94	Cc1ccc(-c2cc(-c3n[nH]c(=S)n3C)c3ccccc3n2)cc1	1471	1733
95	COCCCn1nnnc1SCC(=O)Nc1ccc2c(c1)OCCO2	1544	1730
96	Brc1ccc(-n2cc(-c3ccccc3)c3c(NN4CCOCC4)ncnc32)cc1	1456	1556
97	CC1=CC=CC2=N/C(=N\S(=O)(=O)c3ccc(F)cc3F)c3ccccc3CN12	1709	1935
98	Cc1nn(Cc2ccccc2)c(Cl)c1/C=N/NC(=O)c1cccnc1	1724	1859
99	Fc1cccc(CN2CCN(C(=S)NCCc3ccccc3)CC2)c1	1666	1665
100	CC(C)CC(=O)NC(=S)NNC(=O)c1cccc([N+](=O)[O-])c1	1529	1982
101	O=C(N=Nc1c(O)[nH]c2ccc([N+](=O)[O-])cc12)c1cc(-c2ccccc2Cl)nc2ccccc12	1712	1903
102	Cc1ccc(N2C(=O)CC(Cc3cc(C)cc(C)c3)C2=O)cc1 (centres undefined)	1570	2074
103	O=C(O)c1c2c(nc3ccccc13)CCCCC2	1672	1742
104	CC(=O)Oc1ccc([N+](=O)[O-])cc1N1C(=O)c2ccccc2C1=O	1755	1911
105	Cc1cnc(C(=O)NCC(c2ccccc2)c2ccccc2)cn1	1758	1833

Next structures follow.
item	Compound	SRC3 TRFRET art	SRC1 TRFRET art
106	C1CCc2c(nc3nnnn3c2N2CCOCC2)C1	1736	1754
107	O=C(COc1ccccc1)NCc1nnc2c3ccccc3c(-c3ccccc3)nn12	1469	1586
108	CCNC(=S)Nc1ccc(Cl)cc1Cl	1695	1618
109	O=c1c2ccccc2c(C=NCCCN2CCOCC2)c(O)n1Cc1ccc2c(c1)OCO2	1604	1555
110	COc1ccc(Nc2nc(-c3cccs3)nc3ccccc23)cc1	1586	1897
111	CC(=O)N1CCN(CC(=O)Nc2cc(S(=O)(=O)N3CCOCC3)ccc2C)CC1	1617	1757
112	Cc1cc(C)c(C)c(Oc2ncnc(N)c2[N+](=O)[O-])c1	1469	1763
113	Cc1ccc(/C=N/NC(=O)c2ccc(Cn3cc([N+](=O)[O-])cn3)o2)cc1	1603	1689
114	C=CCC1(C)C(=O)N(c2ccccc2)c2ccccc21 (centres undefined)	1641	2004
115	CCC(=O)N(Cc1ccco1)Cc1cc2cc3c(cc2[nH]c1=O)OCO3	1486	1659
116	CC[n+]1ccc2cc(OC)c(OC)cc2c1Cc1ccc(OC)c(OC)c1	1692	1664
117	O=C(COC(=O)c1cccnc1)NC1CCCc2ccccc21 (centres undefined)	1355	1840
118	CCOC(=O)c1sc2ccc(S(=O)(=O)N3CC(C)CC(C)C3)cc2c1N (centres undefined)	1814	1692
119	CCOC(=O)N1CCN(C(=O)c2ccc(OC)cc2)CC1	1562	1755
120	CN(C)c1nnnn1Cc1ccccc1	1501	1709
121	COc1ccc(S(=O)(=O)Cc2ccc(C(=O)NCCc3cc(OC)ccc3OC)o2)cc1	1598	1821
122	COc1ccc(CCC(=O)OC(C)C(=O)c2ccc(C)cc2)cc1 (centres undefined)	1741	1604

Fetched by compound from above:
item	Compound	SRC3 TRFRET art	SRC1 TRFRET art
108	CCNC(=S)Nc1ccc(Cl)cc1Cl	1695	1618
119	CCOC(=O)N1CCN(C(=O)c2ccc(OC)cc2)CC1	1562	1755
116	CC[n+]1ccc2cc(OC)c(OC)cc2c1Cc1ccc(OC)c(OC)c1	1692	1664
109	O=c1c2ccccc2c(C=NCCCN2CCOCC2)c(O)n1Cc1ccc2c(c1)OCO2	1604	1555
